# Screens deposited in PubChem BioAssay by several laboratories.
# CHO-K1 Ca PAM – nonselective activator or artifact in parental CHO-K1 calcium assay; ATP EC20, Fluo-8 calcium fluorescence; 0% at ATP EC20, 100% at ATP max; activation, % at 3 µM; hit rate 0.02% among 360,000;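 active = activation above the run cutoff, the mean activation of all test compounds plus 3 SD, cut at about 40% in these data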;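 note: peak over basal fluorescence ratio in a 140 s read after ATP addition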
# M4 PAM – positive allosteric modulators of human muscarinic M4 receptor; P08173; CHO-K1 hM4/Gqi5, Fluo-8 calcium fluorescence, ACh EC20; 0% = ACh EC20, 100% = maximal ACh; activation, % at 3 µM; hit rate 0.4% among 360,000;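 active = activation above its plate's cutoff, the mean activation of sample wells plus 3 SD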; note: some results filed as inactive read as strong as hits
# Target sequence (P08173 whole entry, looked up): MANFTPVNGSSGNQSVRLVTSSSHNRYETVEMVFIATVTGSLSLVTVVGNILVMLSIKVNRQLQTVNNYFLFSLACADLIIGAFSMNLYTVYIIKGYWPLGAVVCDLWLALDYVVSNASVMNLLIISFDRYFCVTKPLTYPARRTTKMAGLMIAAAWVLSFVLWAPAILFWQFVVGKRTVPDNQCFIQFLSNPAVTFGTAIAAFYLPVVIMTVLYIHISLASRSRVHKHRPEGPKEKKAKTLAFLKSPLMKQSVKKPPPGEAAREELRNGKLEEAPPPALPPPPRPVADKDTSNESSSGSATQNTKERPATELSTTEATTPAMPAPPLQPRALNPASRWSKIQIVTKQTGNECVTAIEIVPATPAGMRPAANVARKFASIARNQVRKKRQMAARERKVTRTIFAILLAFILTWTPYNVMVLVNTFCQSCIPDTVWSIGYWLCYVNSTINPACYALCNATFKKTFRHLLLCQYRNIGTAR
# CHRM5 PAM – positive allosteric modulators of human muscarinic M5 receptor | CHO-K1 hM5, Fluo-8 calcium, ACh EC20 PAM; 0% = ACh EC20, 100% = ACh EC100 | AID 624038 | hit rate 0.3% among 360,000 | activation, % at 3 µM;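 active = activation above the run cutoff, the mean activation of all test compounds plus 3 SD, cut at about 18% in these data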
#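 Assay system: CHO-K1 hM5 cells. Also added: acetylcholine at EC20 concentration, added after compound. Dosing: 3 µM, single dose. Times: compound preincubation 140 s before EC20 acetylcholine addition. Signal: Fluo-8 calcium fluorescence. Measure: % activation relative to EC20 and EC100 ACh responses. Repeats: singlicate, one well per test compound.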
# CRFBP-R2 block – blocks CRF-induced signaling of the CRF-BP/CRF-R2 complex; hit rate 0.59% among 350,000; HEK293 CRF-R2/CRF-BP, CRF-induced calcium fluorescence; inhibition, % at 11.8 µM;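 active = inhibition of the ligand-induced calcium signal above about 50% at the single tested concentration, limit read from the data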
# TAAR1 antag – human TAAR1 antagonism. CHO RD-HGA16 TAAR1, Fluo-8 calcium fluorescence, antagonist. inhibition, % at 3 µM. AID 624466. hit rate 1.5% among 360,000;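 active = inhibition above a per-plate cutoff, the mean inhibition of test compounds on that plate plus 3 SD, cut at about 49% in these data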;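 note: 0% = DMSO plus EC80 beta-PEA response and 100% = DMSO alone without agonist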
# Target sequence (Q96RJ0 whole entry, looked up): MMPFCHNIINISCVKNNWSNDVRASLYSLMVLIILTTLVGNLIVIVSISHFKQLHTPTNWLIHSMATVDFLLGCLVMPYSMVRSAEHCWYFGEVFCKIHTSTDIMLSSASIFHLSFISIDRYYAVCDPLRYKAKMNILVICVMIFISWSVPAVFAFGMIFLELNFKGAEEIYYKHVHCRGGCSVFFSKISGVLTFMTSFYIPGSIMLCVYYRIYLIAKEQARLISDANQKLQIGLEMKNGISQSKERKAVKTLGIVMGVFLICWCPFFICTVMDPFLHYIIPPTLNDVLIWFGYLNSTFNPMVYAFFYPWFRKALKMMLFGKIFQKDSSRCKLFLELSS
#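 Test system – hTAAR1-expressing CHO RD-HGA16 cells, Gα16-coupled · Reagent – β-PEA at EC80 concentration, post-compound challenge · Compound dosing – 3 µM, single point · Timing – 140 s kinetic read after compound, 140 s after agonist · Detection – Fluo-8 intracellular calcium dye fluorescence, real-time kinetic reads · Control set – DMSO and EC80 PEA controls · Repeats – n of 1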
# CRFBP-R2 agonist – agonists of human CRF-binding protein/CRF-R2 receptor complex; HEK293 CRF-R2/CRF-BP, calcium dye fluorescence (FLIPR); percent of saturating CRF peptide response; activation, % at 13.2 µM; hit rate 0.46% among 350,000;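 active = activation of at least 50%, plus an integration ratio under a set limit after plate pattern correction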;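 note: plate controls were neutral control wells without compound for no effect and CRF at EC100 for full effect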
# CHRM5 antagonist – antagonists of human muscarinic M5 receptor (CHRM5); inhibition, % at 3 µM; AID 624040; hit rate 0.59% among 360,000; CHO-hM5 cells, Fluo-8 calcium fluorescence, ACh EC80; P08912;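 active = inhibition above a per-plate cutoff, the mean of that plate's test compounds plus 3 SD, cut at about 27% in these data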;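 note: 0% = acetylcholine EC80 with DMSO and 100% = DMSO without agonist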
# TAAR1 ag – human TAAR1 agonism. Q96RJ0. CHO RD-HGA16 TAAR1, Fluo-8 calcium fluorescence; vehicle wells 0%, saturating PEA agonist 100%. activation, % at 3 µM. hit rate 0.99% among 360,000;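 active = activation above the mean activation of all test compounds in the run plus 3 SD, cut at about 38% in these data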
#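 System: CHO-derived RD-HGA16 cells with stable Gα16 and human TAAR1 / Times: 17-24 h plating, Fluo-8 75 min 37 °C, 30 min RT / Technique: calcium-sensitive Fluo-8 signal, excitation 470-495, emission 515-575 nm / Measure: % activation relative to PEA EC100 response / Benchmarks: DMSO and PEA EC100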
# M5 ag – agonists of human muscarinic M5 receptor (CHRM5). CHO-K1 hM5 cells, Fluo-8 calcium fluorescence; 0% DMSO wells, 100% maximal acetylcholine response. activation, % at 3 µM. hit rate 0.19% among 360,000. AID 624037;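 active = activation above the run's mean over test compounds plus 3 SD, cut at about 23% in these data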;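 note: signal is peak over basal fluorescence ratio across the kinetic read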
# * hit, by the source's call; nt = not tested or not shown.
cpd	Compound	CHRM5 antagonist	TAAR1 ag	TAAR1 antag	M4 PAM	CHRM5 PAM	CHO-K1 Ca PAM	CRFBP-R2 agonist	M5 ag	CRFBP-R2 block
1	NS(=O)(=O)c1cccc(NC(=O)c2ccc(S(=O)(=O)N3CCCCCC3)cc2)c1	4	3	19	7	-2	11	-1.3	-1	-3
2	CCC(=O)N(c1nnc(SCC(=O)Nc2ccc(N3CCOCC3)cc2)s1)C1CC1	-1	0	-6	8	6	-18	1.0	0	0
3	Cc1ccc(-n2c3c(cc(C(=O)NC4CCSC4=O)c2=O)C(=O)CC(C)(C)C3)cc1 (stereo not drawn)	1	2	4	4	0	14	-0.2	0	-13
4	O=C(Nc1cccnc1)c1scc2c1OCCO2	-2	20	8	-3	6	7	-0.3	-4	-2
5	Cc1ccc(/C=C/C(=O)Nc2cccnc2)o1	-13	-1	-6	5	13	29	-0.7	3	2
6	O=S(=O)(c1ccc(F)c(F)c1)N1CCCc2ccccc21	5	1	2	-20	-1	2	-1.4	-7	15
7	O=C(/C=C/c1ccccc1)NCc1cccnc1	6	2	4	3	-6	16	0.0	-5	1
8	CCCCN(C)C(=O)c1nc2ccccn2c1CN(C)Cc1csc(C)n1	-3	6	-6	6	4	10	0.1	0	-5
9	COc1ccc(NC(=O)c2ccccc2[N+](=O)[O-])cc1	0	1	-6	-8	-3	11	-0.6	0	13
10	CCOC(=O)CCc1c(C)c2ccc(OC(C)C(=O)OCC)c(C)c2oc1=O (stereo not drawn)	7	13	3	1	-15	17	-1.6	3	13
11	CCN(CC(=O)N1CCN(c2ccccc2)CC1)S(=O)(=O)c1ccc(C)cc1	-1	2	-8	-1	-4	-3	-1.0	1	-4
12	CC(=O)c1ccc(OCc2cc(C(=O)N(C)C3CCOC3)no2)cc1 (stereo not drawn)	-9	2	-6	13	6	-20	1.0	-3	-10
13	Cc1ccc2cc(CN(Cc3nnnn3C3CCCCC3)CC3CCCO3)c(=O)[nH]c2c1 (stereo not drawn)	-4	9	-8	-3	0	4	2.1	1	-14
14	CCOC(=O)CSc1nc2ccccc2c(=O)n1CC1CCC(C(=O)NCc2ccco2)CC1 (stereo not drawn)	-6	3	-14	-3	1	17	0.7	0	11
15	CC(=O)NCCc1nc2cc(NC(=O)c3ccc(Cl)cc3)ccc2n1C	12	4	-16	4	-2	-2	2.9	-3	-1
16	CCOc1ccc(NC(=O)N(CCCN2CCOCC2)Cc2cccnc2)cc1	4	0	-10	-4	1	-8	-1.0	1	17
17	COc1ccccc1NC(=O)COC(=O)CCn1c(C)csc1=O	0	1	-24	4	0	13	-0.1	2	-3
18	Cc1nn(C)c(=O)n1-c1ccc(Oc2ccccc2)cc1	5	1	8	5	1	12	-0.5	-2	14
19	CN(C)c1ccc(NC(=O)Nc2cccc3ccccc23)cc1	9	-1	-3	-17	-16	-8	0.5	-3	19
20	COc1cc(OC)c(CN2CCCN(C)CC2)cc1Br	4	1	2	2	1	12	-1.8	-12	8
21	CC(=O)c1ccc(NC(=O)COC(=O)c2ccccc2Sc2ccccc2C#N)cc1	10	2	31	-11	-11	18	0.1	-1	7
22	C=CCOc1ccc(C2N3CC4(CC)CN2CC(CC)(C3)C4=O)cc1 (stereo not drawn)	1	3	-8	2	-1	23	2.7	-1	-5
23	CC1CCc2c(sc(NC(=O)C(=O)NCc3ccco3)c2C#N)C1 (stereo not drawn)	2	6	6	-3	-4	-14	-2.9	-2	6
24	Cc1cccnc1N(C(=O)Nc1cccc(Cl)c1)C1=NCC(C)(C)S1	-9	6	8	-6	-3	7	0.4	-2	20
25	COC(=O)CSc1nccc(C)n1	6	4	-14	-1	-2	12	-0.9	-1	-11
26	CC(=O)N(C1=C(N)C(=O)c2ccccc2C1=O)C(C)C	5	6	5	1	6	10	-0.2	3	-3
27	CN(CC(=O)NC(=O)Nc1ccccc1F)Cc1ccccc1F	6	2	-14	-4	-13	-11	-3.5	-1	-10
28	CC1CC(C)CN(C(=O)C(Cc2ccccc2)NC(=O)c2ccccc2)C1 (stereo not drawn)	-1	3	21	4	-7	4	-2.1	0	0
29	COc1cc(C(=O)N2CCC(NC(=O)C(Cc3ccc(C(C)C)cc3)NC(C)=O)CC2)cc(OC)c1OC (stereo not drawn)	-4	1	-12	7	-3	7	-2.5	-6	5
30	O=C(c1nc2ccc(Cl)cn2c1CN1CCC[C@H]1CO)N1CCCCCCC1	4	2	-11	-1	-2	9	0.9	-4	10
31	CCCC(=O)Nc1ccc2c(c1)C(=O)N(CCC(=O)O)C2=O	-8	5	4	-6	-3	12	0.3	0	-2
32	O=C(/C=C/c1ccc(Cl)c(Cl)c1)n1cccn1	1	8	-7	1	-2	5	0.5	-1	-7
33	CCN(CC)CCCN(Cc1cc2ccc(C)c(C)c2[nH]c1=O)C(=O)NC1CCCCC1	-6	14	0	15	2	-6	3.4	-4	-5
34	CC(C)COc1ccc(C(=O)Nc2ccc(N3CCOCC3)cc2N2CCOCC2)cc1	6	1	2	1	-6	8	-0.8	0	-11
35	CCOc1cc(/C=C(/C#N)C(=O)Nc2ccc(OC)cc2)ccc1OCc1ccc(C(=O)O)cc1	7	2	-7	-1	0	14	-1.1	3	31
36	CCc1ccccc1N(CC(=O)NC1CCCCC1)C(=O)CNC(=O)c1ccco1	9	8	1	6	3	5	-1.7	0	-4
37	Cc1cccc(NC(=S)NC(NC(=O)c2ccco2)C(Cl)(Cl)Cl)c1 (stereo not drawn)	6	19	9	0	-5	11	0.0	6	7
38	CC(=O)C(Cc1ccccc1)NC(=O)CN(C)Cc1ccccc1Cl (stereo not drawn)	-2	-5	4	-2	0	-8	-0.6	-3	-1
39	O=C(CN1C(=O)S/C(=C\c2ccccc2)C1=O)NNC(=O)c1ccccc1O	-1	-1	-1	-2	-4	16	17	-1	3
40	O=S(=O)(N1CCOCC1)n1c(Cc2ccccc2)nc2ccccc21	0	6	1	-4	-2	9	-2.6	-1	-1
41	Cc1ccccc1N1CCN(S(=O)(=O)C[C@]23CCC(CC2NC(=O)[C@@H](N)CCS(C)(=O)=O)C3(C)C)CC1 (stereo partly drawn)	-6	3	3	7	2	-9	3.0	1	-3
42	COC(=O)c1cc(S(=O)(=O)Nc2cccc(-c3cnco3)c2)oc1C	17	nt	nt	-2	-7	-5	-5.4	-1	-1
43	O=C(NCc1ccc(S(=O)(=O)NC2CCCCC2)s1)c1ccccc1	-2	6	-9	-11	2	15	-2.5	6	11
44	CCOC(=O)c1ccc(S(=O)(=O)N2CCC(C(=O)Nc3nnc(C)o3)CC2)cc1	0	3	-10	-1	0	-12	-1.3	2	-1
45	CC(C)Cn1c(SCC(=O)Nc2ncccn2)nc2ccccc21	-3	3	0	2	5	16	-3.2	2	-6
46	C=CCn1c(CSc2nc3ccccc3s2)nnc1SCC(=O)OCC	0	5	-3	-4	-1	13	-0.8	0	-6
47	COc1cc(/C=C2\N=C(C)OC2=O)cc(OC)c1OC	3	2	-8	3	-2	-17	-0.9	2	-3
48	CC(=O)Nc1ccc(S(=O)(=O)NNC(=O)c2cccc(Cl)c2)cc1	3	1	6	5	1	17	-0.1	1	-13

# Some of the entries above in another layout:
# Results follow in this order: CHRM5 antagonist | TAAR1 ag | TAAR1 antag | M4 PAM | CHRM5 PAM | CHO-K1 Ca PAM | CRFBP-R2 agonist | M5 ag | CRFBP-R2 block
1) NS(=O)(=O)c1cccc(NC(=O)c2ccc(S(=O)(=O)N3CCCCCC3)cc2)c1
    4 | 3 | 19 | 7 | -2 | 11 | -1.3 | -1 | -3
2) CCC(=O)N(c1nnc(SCC(=O)Nc2ccc(N3CCOCC3)cc2)s1)C1CC1
    -1 | 0 | -6 | 8 | 6 | -18 | 1.0 | 0 | 0
3) Cc1ccc(-n2c3c(cc(C(=O)NC4CCSC4=O)c2=O)C(=O)CC(C)(C)C3)cc1 (stereo not drawn)
    1 | 2 | 4 | 4 | 0 | 14 | -0.2 | 0 | -13
4) O=C(Nc1cccnc1)c1scc2c1OCCO2
    -2 | 20 | 8 | -3 | 6 | 7 | -0.3 | -4 | -2
5) Cc1ccc(/C=C/C(=O)Nc2cccnc2)o1
    -13 | -1 | -6 | 5 | 13 | 29 | -0.7 | 3 | 2
6) O=S(=O)(c1ccc(F)c(F)c1)N1CCCc2ccccc21
    5 | 1 | 2 | -20 | -1 | 2 | -1.4 | -7 | 15
7) O=C(/C=C/c1ccccc1)NCc1cccnc1
    6 | 2 | 4 | 3 | -6 | 16 | 0.0 | -5 | 1
8) CCCCN(C)C(=O)c1nc2ccccn2c1CN(C)Cc1csc(C)n1
    -3 | 6 | -6 | 6 | 4 | 10 | 0.1 | 0 | -5
9) COc1ccc(NC(=O)c2ccccc2[N+](=O)[O-])cc1
    0 | 1 | -6 | -8 | -3 | 11 | -0.6 | 0 | 13
10) CCOC(=O)CCc1c(C)c2ccc(OC(C)C(=O)OCC)c(C)c2oc1=O (stereo not drawn)
    7 | 13 | 3 | 1 | -15 | 17 | -1.6 | 3 | 13
11) CCN(CC(=O)N1CCN(c2ccccc2)CC1)S(=O)(=O)c1ccc(C)cc1
    -1 | 2 | -8 | -1 | -4 | -3 | -1.0 | 1 | -4
12) CC(=O)c1ccc(OCc2cc(C(=O)N(C)C3CCOC3)no2)cc1 (stereo not drawn)
    -9 | 2 | -6 | 13 | 6 | -20 | 1.0 | -3 | -10

# Further structures follow.
cpd	Compound	CHRM5 antagonist	TAAR1 ag	TAAR1 antag	M4 PAM	CHRM5 PAM	CHO-K1 Ca PAM	CRFBP-R2 agonist	M5 ag	CRFBP-R2 block
49	COc1cccc(C(=O)N/N=C(/CCC(=O)O)c2ccccc2)c1	2	5	4	1	-8	6	0.2	0	4
50	CSc1ccc(CN2CCC(C)(Oc3ccccc3F)C2)cc1 (stereo not drawn)	8	3	-1	-6	-10	-2	nt	-3	nt
51	COC(=O)C1=C(C)NC(=O)NC1c1ccc2c(c1)OCO2 (stereo not drawn)	-2	4	-3	3	0	2	0.3	1	0
52	CN(C)CCNC(=O)c1ccc(COCC(F)(F)F)cc1	-2	4	-23	3	2	5	-0.5	0	23
53	COc1ccccc1NC(=S)N=Nc1c(O)[nH]c2ccc(Br)cc12	-4	3	-31	27	1	-7	-1.6	-1	6
54	Cc1ccccc1NC(=O)C1CCCN(C(=O)Nc2ccc(F)cc2)C1 (stereo not drawn)	6	-1	6	-1	1	-13	-0.1	-4	-1
55	O=C(CCCn1c(SCC(=O)NCC2CCCO2)nc2ccccc2c1=O)NCC1CCCO1 (stereo not drawn)	3	5	9	0	-1	12	0.5	0	30
56	CCCSc1cc(Cl)nc(N)n1	8	-1	-13	4	-8	-12	-3.1	-2	5

# Rows are unselected. About 4.2% of those tested had a hit in this group.
